Bioassay records (PubChem)
SW480 rerep: inducers of DNA re-replication in SW480 colon cancer cells; SW480 DNA re-replication, Hoechst DNA content imaging, 48 h; Potency, µM (doses to about 46.1 µM), without a hit: at the top dose re-replication activation, hits mostly activators; 340,000 tested, 1.8% active; AID 624297; further: potency means the concentration at half of the fitted maximal effect; % of control where 0% means no effect; nearly all actives have a fitted effect of over 55% in size
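Cells (250 per well) received 23 nL compound or DMSO by pin tool and were kept 48 hr at 37 C, 5% CO2. Nuclei were then stained with Hoechst for 40 min and scanned for DNA content.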
HT1080 IDH1KD tx: kills HT-1080 cells with IDH1 knockdown. AID 686971. HT-1080 IDH1 knockdown viability, ATP luminescence, 48 h. 360,000 tested, 2% active. Potency, µM (series often up to 46.1 µM), for the others: at the highest dose activity, negative = toxicity, actives largely listed as cytotoxic;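 further: potency means the concentration at half of the fitted maximal effect; 0% = DMSO wells and -100% = cell-free medium wells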
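% activity derives from luminescence (CellTiter-Glo), normalised to DMSO and no-cell wells. HT-1080-IDH1KD cells, 750/well, had 48 h compound exposure at 37 °C.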
KB-V1 MDR tox: kills drug-selected multidrug resistant KB-V1 cells | KB-V1 MDR cells viability, CellTiter-Glo, 72 h | Potency, µM (series often up to 46.1 µM), for the others: top-dose activity change, negative = cytotoxicity, most hits filed as cytotoxic | 400,000 tested, 3.4% active; further: potency means the concentration at half of the fitted maximal effect; on the % scale 0 is the no-effect control and ±100 the full control effect; nearly all actives have a fitted effect of over 60% in size
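Compound-treated KB-V1 multidrug-resistant cells, 72 h, 37 degrees C; viability by CellTiter-Glo. Fitted qHTS curves give the values.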
KB-3-1 cytotox: KB-3-1 parental cell cytotoxicity. Potency, µM (titrated, usually from 46.1 µM), for inactives: at the highest dose activity change, negative = cytotoxic, most hits filed as cytotoxic. AID 1347075. 400,000 tested, 1.4% active. KB-3-1 viability, CellTiter-Glo ATP luminescence, 72 h; further: potency means the concentration at half of the fitted maximal effect; on the % scale 0 is the no-effect control and ±100 the full control effect; nearly all actives have a fitted effect of over 60% in size
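Here the drug-naive KB-3-1 line serves as comparator for MDR sub-line selectivity; cells received compound titrations, 72 h at 37 °C, then CellTiter-Glo readout.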
WRN helicase inh: WRN helicase (human) inhibition; AID 651768; WRN helicase unwinding, fluorescent forked duplex, kinetic; 360,000 tested, 0.46% active; Potency, µM (top dose mostly 114 µM), for inactives: top-dose activity change, negative = inhibition, usual class: inhibitors; further: potency means the concentration at half of the fitted maximal effect; on the % scale 0 is the no-effect control and ±100 the full control effect; nearly all actives have a fitted effect of over 55% in size
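Screening of the MLSMR collection measured strand separation of a quenched forked DNA duplex (100 nM) by 20 nM WRN with 2 mM ATP, all final. Compounds were preincubated with enzyme 15 min at room temperature.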
ATXN2 expr inh: inhibitors of ATXN2 expression | AID 1745845 | Potency, µM (titrated, usually from 57 µM), without a hit: top-dose activity change, negative = inhibition, actives largely listed as inhibitors | 360,000 tested, 0.72% active | HEK-293 ATXN2-luciferase reporter, luminescence, 24 h; further: potency means the concentration at half of the fitted maximal effect; on the % scale 0 is the no-effect control and ±100 the full control effect; nearly all actives have a fitted effect of over 55% in size
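qHTS (up to 57 uM final) was run with 24 h compound exposure of reporter cells at 37 °C. Each well was multiplexed: SteadyGlo luminescence measured ATXN2-luciferase expression after a fluorogenic Gly-Phe-AFC viability readout (25 uM final).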
HT1080NT lethal: kills 2HG-producing HT-1080-NT fibrosarcoma cells; HT-1080-NT fibrosarcoma viability, CellTiter-Glo ATP luminescence, 48 h; Potency, µM (series often up to 46.1 µM), for inactives: at the highest dose activity, negative = less viability, usual class: cytotoxic; 360,000 tested, 1.6% active; AID 686970;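 further: NT is the 2HG producing partner of a matched IDH1 knockdown line; potency means the concentration at half of the fitted maximal effect; 0% = DMSO-treated cells and -100% = media-only wells without cells; nearly all actives have a fitted effect of over 55% in size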
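Toxicity toward the 2HG-producing NT line was scored as %Activity, normalised to DMSO and no-cell wells, from CellTiter-Glo luminescence after 48 hours' treatment.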
MCF10A rereplic: DNA re-replication induction in MCF 10a cells; MCF 10A DNA re-replication, Hoechst nuclear intensity, 48 h; Potency, µM (series often up to 46.1 µM), inactives show top-dose activity, positive = re-replication, actives largely listed as activators; 350,000 tested, 2.9% active; AID 624296; further: potency means the concentration at half of the fitted maximal effect; % of control where 0% means no effect; nearly all actives have a fitted effect of over 50% in size
IL1B secr inh: inflammasome signaling inhibition, IL-1 beta readout. AID 743279. activity change, % at 57.5 µM. 360,000 tested, 4.7% active. THP-1 LPS/ATP IL-1B secretion, AlphaLISA, 16 h; active compounds read low; in the data active means activity change below about -50%; inconclusive means mostly about -30% to -49%; further: on the % scale 0 is the no-effect control and ±100 the full control effect
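THP-1 cells pretreated 1 hr with compounds (up to 57.5 uM final), then stimulated with LPS (250 ng/mL final) plus ATP (1.25 mM final); secreted IL-1B measured by AlphaLISA after 16 hr, decreased signal indicating inhibition.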
* marks the source's active call; other numbers are inactive results; ? = inconclusive; / = not tested or not shown; [ ] = remark or other dose. Unless noted, the call rests on the fitted dose curve; in most records, active means well fitted curve in the direction sought with a large enough effect; inconclusive means small, poorly fitted or top-dose-only effect, or another doubt; inactive means no such curve, though single readings can be large; an effect the other way counts as inactive or inconclusive.

Every second line gives: SW480 rerep | HT1080 IDH1KD tx | KB-V1 MDR tox | KB-3-1 cytotox | WRN helicase inh | ATXN2 expr inh | HT1080NT lethal | MCF10A rereplic | IL1B secr inh
O=C(Nc1ccc([N+](=O)[O-])cc1)N1CCCCC1
 : -43%[inhibitor] | -15% | -1% | -2% | 3% | / | -11% | 0% | -13
Cn1cc([N+](=O)[O-])c(C(=O)Nc2ccn(Cc3c(F)c(F)cc(F)c3F)n2)n1
 : ? | 6.3µM* | ? | -16% | 2% | 4% | 7.1µM* | ? | /
C=CCN(C(=O)Nc1ccc(F)cc1)C1CC(=O)N(c2ccc(OC)cc2)C1=O (centres undefined)
 : -1% | -5% | 3% | 2% | -1% | 0% | -2%[9.24 µM] | -5% | 5
Cc1cc(=O)[nH]c(N/N=C/c2ccc(OC(=O)c3cccnc3)cc2)n1
 : -8% | 19% | -4% | 9% | 6% | 14% | 2% | 1% | 19
O=C(N/C(=C\c1ccc(Br)cc1)C(=O)N1CCOCC1)c1ccccc1Cl
 : -4% | 3% | ? | 12% | -5% | 2% | 5% | -2% | -14
Cc1ccc(S(=O)(=O)CCC(=O)N(CCCN2CCOCC2)c2nc3ccccc3s2)cc1
 : 85% | -11% | ? | ? | -10% | ? | -5% | ? | -72*
CCOC(=O)C1CCCN(C(=O)c2cn(CC)c3ccc(S(=O)(=O)N4CCCC4)cc3c2=O)C1 (centres undefined)
 : -4% | 8% | -8% | -3% | 0% | 2% | 6% | 7% | 15
COc1ccc(-c2cc3cc(OC)c(OC)cc3c(C)n2)cc1C
 : 0% | 19% | -17% | 1% | 4% | 3% | 23% | 7% | 12
CC1(C)Cc2c(sc(N)c2C#N)C(C)(C)N1
 : -38%[inhibitor] | 14% | 5% | -3% | 4% | -14% | 4% | -13% | -18
CCOC(=O)C1=C(O)C(=O)N(c2ccc(S(N)(=O)=O)cc2)C1c1cccc([N+](=O)[O-])c1 (centres undefined)
 : -35%[inhibitor] | 21% | 2% | 9% | -2% | 9% | 19% | 6% | -2
CCc1nc2c(OCC(=O)C(C)(C)C)cccn2c1N(C)C(=O)c1ccco1
 : / | ? | -12% | 3% | -2%[57.1 µM] | 19% | 27% | / | 3
O=C(COC(=O)c1sc2ccccc2c1Cl)NCC1CCCCC1
 : -2% | 18% | 18% | 11% | 3% | -1% | 16% | 1% | 7
C/C(=N\NC(=S)Nc1cccc(C)c1)c1ccco1
 : -7% | 9% | 0% | 14% | -9% | 32% | 4% | 0% | 44
O=C(CNc1cccc(S(=O)(=O)N2CCCC2)c1)Nc1cccc(Br)c1
 : 0% | -23% | ? | ? | -9% | -24% | -21% | 23% | -3
CCC1COC(c2cccn2Cc2ccc(Cl)cc2)=N1 (centres undefined)
 : -10% | 5% | -6% | 0% | -23%[57.1 µM] | 17%[11.3 µM] | -11% | -4% | -2
CCN(CC)CCn1c(/N=C/c2ccc(OC)c(OC)c2)nc2ccccc21
 : ? | -3% | 9% | -1% | 0% | -20% | 0% | -2% | 11
CCOC(=O)c1cccc(NC(=O)C(C)N2C(=O)c3ccccc3C2=O)c1 (centres undefined)
 : -6% | -1%[9.24 µM] | -2% | 13% | -4% | 8% | 9% | -2% | 19
Clc1ccccc1Nc1nc(NCC2CC2)nc2ccsc12
 : / | -30% | -52% | ? | -4% | -16% | ? | / | 10
O=C(COC(=O)/C=C/c1ccccc1)Nc1ccc(Cl)cn1
 : -11% | 3% | 2% | 16% | -6% | -13% | 3% | 0% | 9
CCN(CC(=O)Nc1cc(S(=O)(=O)N2CCCCC2)ccc1Cl)Cc1ccccc1
 : 16% | -23% | ? | ? | -6% | -21% | 0% | ? | 6
O=S(=O)(c1ccccc1)N1CCN=C1SCc1ccc(Cl)cc1
 : -1% | 2% | -7% | 4% | -1% | / | 4% | -6% | 8
COCCN(C(=O)COC(=O)Cc1cccc(OC)c1)c1c(N)n(CC(C)C)c(=O)[nH]c1=O
 : -1% | 15% | 29% | 1% | -1% | 8% | -3% | -3% | -10
C/C(=C\c1ccc(C)o1)C(=O)c1c(C)cc(C)[nH]c1=O
 : 4% | 15% | 0% | 6% | -14% | 12% | 18% | 4% | -22
CCN(C[C@H]1N[C@@](CC)(C(=O)OC)[C@H]2C(=O)N(C)C(=O)[C@@H]12)S(=O)(=O)c1ccc(C(F)(F)F)cc1
 : 5% | 2% | 0% | 0% | 0% | 1% | 0% | -3% | -1
O=C(O)CCCCCN1C(=O)C2CCCCC2C1=O (centres undefined)
 : ? | -19% | 0% | ? | -9% | 1% | -10% | -187%[0.0737 µM] | 1
COc1cc(OC)c(C(=O)Nc2cccc3ccccc23)cc1OC
 : -5% | 10% | 8% | 0% | -3% | / | -2% | 0% | -5
CCc1nc2c(OCCn3cccc3)cccn2c1N(C=O)Cc1ccc(OC)cc1
 : / | -2% | ? | 24% | -5%[57.1 µM] | 5% | -25% | / | -22
O=C(CSc1nnc(CNC(=O)c2cccs2)o1)Nc1ccccc1
 : 1% | 15% | -1% | -2% | 4% | / | 19% | -4% | 10
CCC1(CC)NC(=O)N(CC(=O)OCC(=O)Nc2ccc(C(F)(F)F)cc2)C1=O
 : -2% | 3% | 8% | -9% | 4% | -6% | 8% | 3% | 9
Cc1cccc(N/C(N)=N/c2nc(C)cc(C)n2)c1
 : 1% | -15% | ? | ? | 36% | -5% | -16% | -5% | -109*

Arranged by molar mass (low to high): some entries from above
Every second line gives: SW480 rerep | HT1080 IDH1KD tx | KB-V1 MDR tox | KB-3-1 cytotox | WRN helicase inh | ATXN2 expr inh | HT1080NT lethal | MCF10A rereplic | IL1B secr inh
CCC1COC(c2cccn2Cc2ccc(Cl)cc2)=N1 (centres undefined)
 : -10% | 5% | -6% | 0% | -23%[57.1 µM] | 17%[11.3 µM] | -11% | -4% | -2
COc1ccc(-c2cc3cc(OC)c(OC)cc3c(C)n2)cc1C
 : 0% | 19% | -17% | 1% | 4% | 3% | 23% | 7% | 12
Clc1ccccc1Nc1nc(NCC2CC2)nc2ccsc12
 : / | -30% | -52% | ? | -4% | -16% | ? | / | 10
O=C(COC(=O)c1sc2ccccc2c1Cl)NCC1CCCCC1
 : -2% | 18% | 18% | 11% | 3% | -1% | 16% | 1% | 7
O=C(CSc1nnc(CNC(=O)c2cccs2)o1)Nc1ccccc1
 : 1% | 15% | -1% | -2% | 4% | / | 19% | -4% | 10
CCN(CC(=O)Nc1cc(S(=O)(=O)N2CCCCC2)ccc1Cl)Cc1ccccc1
 : 16% | -23% | ? | ? | -6% | -21% | 0% | ? | 6
COCCN(C(=O)COC(=O)Cc1cccc(OC)c1)c1c(N)n(CC(C)C)c(=O)[nH]c1=O
 : -1% | 15% | 29% | 1% | -1% | 8% | -3% | -3% | -10

The listing picks up; the 4 compounds before the break are reprinted first.
Every second line gives: SW480 rerep | HT1080 IDH1KD tx | KB-V1 MDR tox | KB-3-1 cytotox | WRN helicase inh | ATXN2 expr inh | HT1080NT lethal | MCF10A rereplic | IL1B secr inh
CCc1nc2c(OCCn3cccc3)cccn2c1N(C=O)Cc1ccc(OC)cc1
 : / | -2% | ? | 24% | -5%[57.1 µM] | 5% | -25% | / | -22
O=C(CSc1nnc(CNC(=O)c2cccs2)o1)Nc1ccccc1
 : 1% | 15% | -1% | -2% | 4% | / | 19% | -4% | 10
CCC1(CC)NC(=O)N(CC(=O)OCC(=O)Nc2ccc(C(F)(F)F)cc2)C1=O
 : -2% | 3% | 8% | -9% | 4% | -6% | 8% | 3% | 9
Cc1cccc(N/C(N)=N/c2nc(C)cc(C)n2)c1
 : 1% | -15% | ? | ? | 36% | -5% | -16% | -5% | -109*
CC(C)c1ccc(NC(=O)COc2ccc(F)cc2C(=O)c2cnn(-c3ccccc3)c2)cc1
 : 25% | ? | ? | ? | -12% | 73%[activator] | -25% | 3% | 26
COc1ccc(OCc2cc(C(=O)NC(C)Cc3cccnc3)no2)c(Cl)c1 (centres undefined)
 : 8.2µM* | -19% | ? | -2% | 1% | -25% | -2% | 9% | -15
O=C(Nc1c(-c2ccccc2)[nH][nH]c1=O)c1ccco1
 : / | 15% | 19% | 0% | 2% | 8% | 27% | / | 23
CCOc1cccc(/C=N/NS(=O)(=O)c2ccc(C)c([N+](=O)[O-])c2)c1O
 : -5% | -8% | -6% | -12% | -11% | -3% | -15% | 2% | 65
C[n+]1cc[nH]c1SCC(=O)c1ccccc1
 : -1% | 7% | -3% | 10% | -23% | 39% | 0% | -1% | 19
CC(=O)c1cccc(NC(=O)c2ccc3c(Cl)c4c(nc3c2)CCCC4)c1
 : 0% | 25% | -15% | 0% | -9% | -7% | 27% | 1% | -21
Cc1nc(NC(=O)CSc2nncs2)c(Cl)cc1Cl
 : 10% | 7% | -5% | -1% | 4% | -3% | 10% | 0% | -1
CC(C)(C)C(c1nc2ccccc2[nH]1)n1c(-c2ccco2)nc2ccccc21 (centres undefined)
 : / | 5% | 0% | -8% | -2% | / | 9% | / | 4
O=C(NCc1cccs1)c1cc(-c2ccccn2)nc2ccc(Br)cc12
 : 5% | 3% | -10% | 0% | 1% | -15% | 1% | ? | 100
COc1ccc(S(=O)(=O)Nc2ccc3c(c2)C(=O)N([C@H](C)CO)C[C@@H](C)[C@@H](CN(C)S(=O)(=O)c2ccc(Cl)cc2)O3)cc1
 : -2%[9.22 µM] | -8% | 5% | ? | -3% | -14% | -22% | ? | ?
CCn1cc(CCCC(=O)NCc2ccc(OC)cc2)c2ccccc21
 : -8% | -1% | 0% | 8% | -2% | -10% | 0% | -1% | -11
